TexasRed fluor – Total Fluorescence Counterscreen for Inhibitors of the Interaction of Thyroid Hormone Receptor and Steroid Receptor Coregulator 2. TRb/SRC2 Texas Red total fluorescence interference. Potency, µM (top dose mostly 106 µM), inactives show at the top dose fluorescence change, negative = quenching. actives 0.29% (n = 280,000). AID 1479, 2009; active = well fitted curve in either direction with a large enough effect; inconclusive = small, poorly fitted or top-dose-only effect; note: % is set by controls: 0 for no effect and ±100 for the full control effect
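Human TRβ ligand-binding domain (0.6 uM) and Texas Red SRC2 peptide (20 nM) in Tris buffer with 1 uM T3 and 5% DMSO were incubated with pinned compound for 5 hr at ambient temperature. Total fluorescence was computed as S + 2P (555/632 nm).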
Tau fibril ThT – qHTS for Inhibitors of Tau Fibril Formation, Thioflavin T Binding. Microtubule-associated protein tau (Homo sapiens), P10636. actives 2.1% (n = 270,000). AID 1460, 2008. Potency, µM (titrated, usually from 57.4 µM), inactives show at the top dose activity, negative = inhibition, actives largely listed as inhibitors. recombinant tau K18 P301L, heparin-induced fibrillization, ThT fluorescence; note: % is set by controls: 0 for no effect and ±100 for the full control effect; nearly all actives have a fitted effect of over 55% in size
Target sequence (P10636 561-689 P618L limits assumed): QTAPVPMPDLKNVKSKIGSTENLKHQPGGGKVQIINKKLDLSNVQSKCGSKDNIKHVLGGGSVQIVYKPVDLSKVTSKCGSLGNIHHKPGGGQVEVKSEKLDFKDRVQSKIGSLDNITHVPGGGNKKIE
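In this qHTS, human K18 P301L tau is incubated with compound and heparin for 6 hr at 37 C, and Thioflavin T fluorescence then reports fibril load.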
HTT ATP protect – qHTS Multiplex Assay to Identify Dual Action Probes in a Cell Model of Huntington: Cytoprotection (ATP); Potency, µM (doses to about 56.4 µM), without a hit: cytoprotection (ATP increase), hits mostly activators; actives 0.14% (n = 230,000); PC12 HTT-Q103 induced, cytoprotection, ATP luminescence, 40 h;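 note: % of control where 0% means no effect; nearly all actives have a fitted effect of over 45% in size; toxic huntingtin expression switched on by the ecdysone agonist tebufenozide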
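Stable PC12 Q103-GFP cells in serum-supplemented, phenol red-free DMEM; induction by tebufenozide at 100 nM final; compound dose series; cell viability quantified luminescently from ATP.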
RECQ1 helicase – qHTS Assay for Inhibitors of RecQ-Like Dna Helicase 1 (RECQ1). ATP-dependent DNA helicase Q1 (Homo sapiens), P46063. AID 2549, 2010. RECQ1 DNA unwinding, red fluorescence kinetic read. actives 0.54% (n = 240,000). Potency, µM (highest dose often 57.3 µM), for inactives: top-dose activity, negative = inhibition, hits mostly inhibitors;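 note: plate controls were vehicle for no effect and no enzyme for full effect; nearly all actives have a fitted effect of over 30% in size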
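RECQ1T1 50 nM; forked duplex (20 bp + 30-nt ss tails) 200 nM, ATP 2 mM final; pH 8.0, 2 mM MgCl2, 2.5 ug/ml poly(dI-dC); 15 min compound preincubation; discontinuous kinetic read over 2 h at RT.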
L3MBTL1 inh – qHTS Assay for the Inhibitors of L3MBTL1; actives 0.66% (n = 230,000); Potency, µM (series often up to 57.1 µM), inactives show at the highest dose activity, negative = inhibition, actives largely listed as inhibitors; Lethal(3)malignant brain tumor-like protein 1 (Homo sapiens), Q9Y468; AlphaScreen L3MBTL1–H3K9me1 peptide binding; note: % is set by controls: 0 for no effect and ±100 for the full control effect; nearly all actives have a fitted effect of over 60% in size
Target sequence (Q9Y468 whole entry, looked up): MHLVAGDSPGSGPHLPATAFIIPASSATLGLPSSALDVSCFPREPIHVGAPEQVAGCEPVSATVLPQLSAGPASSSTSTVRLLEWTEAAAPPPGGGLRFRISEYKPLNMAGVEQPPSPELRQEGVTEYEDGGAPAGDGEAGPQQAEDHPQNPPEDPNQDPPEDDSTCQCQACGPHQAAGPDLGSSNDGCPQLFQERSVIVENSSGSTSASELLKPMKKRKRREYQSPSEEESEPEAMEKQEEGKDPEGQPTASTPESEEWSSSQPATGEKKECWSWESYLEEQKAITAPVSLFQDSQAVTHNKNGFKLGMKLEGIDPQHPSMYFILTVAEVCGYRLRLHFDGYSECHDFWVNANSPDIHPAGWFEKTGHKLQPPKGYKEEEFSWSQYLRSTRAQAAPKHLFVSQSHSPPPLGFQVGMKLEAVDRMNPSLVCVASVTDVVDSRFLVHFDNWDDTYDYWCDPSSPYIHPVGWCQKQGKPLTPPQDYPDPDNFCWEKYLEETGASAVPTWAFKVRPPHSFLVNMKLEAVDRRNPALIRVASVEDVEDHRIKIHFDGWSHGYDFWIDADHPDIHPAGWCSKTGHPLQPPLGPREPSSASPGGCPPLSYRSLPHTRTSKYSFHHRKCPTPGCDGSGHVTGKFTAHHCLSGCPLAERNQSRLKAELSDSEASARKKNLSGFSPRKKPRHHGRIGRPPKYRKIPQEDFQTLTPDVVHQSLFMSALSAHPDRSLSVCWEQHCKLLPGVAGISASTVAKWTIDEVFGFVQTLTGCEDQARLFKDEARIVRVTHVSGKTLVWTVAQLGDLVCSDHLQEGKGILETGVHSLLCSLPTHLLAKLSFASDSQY
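AlphaScreen assay: L3MBTL1 (50 nM final) was preincubated 30 min at room temperature with biotinylated H3(1-15)K9me1 peptide (75 nM final), then 30 min with library compounds; streptavidin donor and nickel chelate acceptor beads (10 ug/mL final) added, 30 min dark.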
Tau fibril FP – qHTS for Inhibitors of Tau Fibril Formation, Fluorescence Polarization; K18 P301L tau heparin fibrillization, Alexa594 FP, 6 h; Potency, µM (series often up to 57.7 µM), for the others: at the top dose activity, negative = inhibition, usual class: inhibitors; actives 0.39% (n = 280,000); note: % is set by controls: 0 for no effect and ±100 for the full control effect; nearly all actives have a fitted effect of over 55% in size
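Read-out: fluorescence polarization of Alexa 594-labeled tau (0.24 uM), 555 nm excitation, 632 nm emission. Mixtures held 15 uM unlabeled K18 P301L, compound and 20 uM heparin, pH 7 acetate buffer, incubated 6 hr at 37 C.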
TRb-SRC2 inh – qHTS for Inhibitors of the Interaction of Thyroid Hormone Receptor and Steroid Receptor Coregulator 2. Thyroid hormone receptor beta (Homo sapiens), P10828. TRbeta-SRC2 peptide binding, fluorescence polarization; receptor liganded with 1 µM T3. Potency, µM (series often up to 106 µM), without a hit: at the top dose activity change, negative = inhibition, most hits filed as inhibitors. actives 0.065% (n = 280,000);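 note: plate controls were bound peptide for no effect and peptide without receptor for full effect; nearly all actives have a fitted effect of over 50% in size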
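Assay buffer: 20 mM Tris-HCl, 100 mM NaCl, 10% glycerol, 1 mM EDTA, 0.01% NP-40, 1 mM DTT, 1 uM T3, 5% DMSO; TRb LBD 0.6 uM, Texas Red SRC2 20 nM; FP after 5 hr.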
Tau fluor cs – Counterscreen qHTS for Inhibitors of Tau Fibril Formation, Fluorescence Polarization; tau K18 P301L (four-repeat tau fragment) Alexa594 fluorescence, heparin fibrillization; actives 0.93% (n = 280,000); Potency, µM (doses to about 57.7 µM), without a hit: at the top dose activity change, negative = decrease; note: % is set by controls: 0 for no effect and ±100 for the full control effect; nearly all actives have a fitted effect of over 55% in size
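Human K18 P301L tau (15 uM unlabeled plus 0.24 uM Alexa 594-labeled, final) in 100 mM sodium acetate pH 7 was mixed with compound and 20 uM heparin and incubated 6 hr at 37 C.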
Starred values were filed as active, the others as inactive; i = inactive; ? = inconclusive; . = not tested or not shown; & = joins results of further samples; [ ] = dose if it differs, or a comment. Unless noted, calls come from the whole dose curve; as a rule, active = well fitted curve in the direction sought with a large enough effect; inconclusive = small, poorly fitted or top-dose-only effect, or another doubt; inactive = no such curve, though single readings can be large; an effect the other way counts as inactive or inconclusive. Potency is the fitted concentration of half-maximal effect. The list is partial (hit frequency here may not be typical).

# | SMILES | TexasRed fluor | Tau fibril ThT | HTT ATP protect | RECQ1 helicase
1 | Cc1ccc(CO/N=C/C2=C(Cl)c3ccccc3CC2)cc1 | 1% | -16% | 19% | 6%
2 | CCOC(=O)c1c(NC(=O)C2CCCN(S(=O)(=O)c3ccccc3)C2)sc2c1CCCC2 (configuration not stated) | -2% | 1% | 17%[10 µM] | -6%
3 | Cc1cccc(-n2cc(-c3ccccc3)c3c(NC4CCCC4)ncnc32)c1 | 0% | -7% | . | .
4 | CCNc1ccc(C(=O)OCC(=O)NC(=O)NCC(C)C)cc1[N+](=O)[O-] | 3% | 9% | -9%[10 µM] | 11%
5 | COc1ccc(NC(=O)CCn2cnnn2)cc1 | -1% | ? | . | .
6 | CCOc1ccccc1OCCCC(=O)Nc1sccc1C(N)=O | -19% | 4% | 1%[1.9 µM] | -6%
7 | Cc1ccc(CC2CC(=O)N(CCc3ccc4c(c3)OCO4)C2=O)cc1 (configuration not stated) | -1% | -17% | -21% | i
8 | CN(/N=C/c1ccc(Cl)cc1)c1ncc(Cl)cc1C(F)(F)F | 1% | -17% | 22%[10 µM] | -4%
9 | Cc1ccccc1-c1noc(-c2nnn(-c3ccccc3C)c2N)n1 | 0% | -11% | . | .
10 | N#CC1=C(N)C(C#N)(C#N)[C@H](c2ccsc2)[C@H]2COCC=C12 | 1% | ? | 6%[10 µM] | -4%
11 | C=C(C)C1CC=C(C(=O)O)CC1 (configuration not stated) | -1%&-1% | 4%&2% | -15% | i
12 | COc1cc(NC(=S)Nc2cccnc2)cc(OC)c1 | 5% | 10% | 2%[10 µM] | -5%
13 | COc1ccc(NC(=O)C2(c3ccc(NC(=O)c4ccc(OC)cc4)cc3)CCCC2)cc1 | -2% | 3% | 3%[10 µM] | 7%
14 | Cc1ccc2cccc(NC(=O)c3ccc(-c4cccc([N+](=O)[O-])c4)o3)c2n1 | ? | -15% | . | .
15 | Cc1cc(C)c2nc(N3CCCC(C(=O)NCc4cccc(Br)c4)C3)sc2c1 (configuration not stated) | -5% | -6% | . | .

# | L3MBTL1 inh | Tau fibril FP | TRb-SRC2 inh | Tau fluor cs
1 | . | -12% | 1% | -7%
2 | -11% | 1% | 1% | -2%
3 | . | -3% | -5% | 1%
4 | -1% | 4% | 4% | 9%
5 | . | ? | 1% | ?
6 | -3% | 2% | 5% | -3%
7 | 6% | -1% | -3% | -12%
8 | 45%[activator] | -10% | -12% | -20%
9 | . | -9% | -4% | -16%
10 | -14% | ? | 10% | -19%
11 | . | 5%&-4% | 0%&5% | 0%&-2%
12 | -2% | 3% | -1% | 3%
13 | 6% | ? | 3% | 3%
14 | . | -11% | -2% | -27%
15 | . | 12% | 1% | -16%

2 entries from above, set out differently:
| cpd | SMILES | TexasRed fluor | Tau fibril ThT | HTT ATP protect | RECQ1 helicase | L3MBTL1 inh | Tau fibril FP | TRb-SRC2 inh | Tau fluor cs |
| --- | --- | --- | --- | --- | --- | --- | --- | --- | --- |
| 5 | COc1ccc(NC(=O)CCn2cnnn2)cc1 | -1% | ? | . | . | . | ? | 1% | ? |
| 6 | CCOc1ccccc1OCCCC(=O)Nc1sccc1C(N)=O | -19% | 4% | 1%[1.9 µM] | -6% | -3% | 2% | 5% | -3% |

Further results follow.
# | SMILES | TexasRed fluor | Tau fibril ThT | HTT ATP protect | RECQ1 helicase
16 | CCCCNS(=O)(=O)c1ccc2nc(SCC(=O)Nc3cccc(F)c3)[nH]c2c1 | -3% | -7% | . | -12%
17 | COC(=O)[C@@H]1CCCN1Cc1nc(Cc2ccccc2F)no1 | -2% | -2% | -4%[10 µM] | -5%
18 | COc1cc(CN(C(=O)c2ccc(OC(C)C)cc2)C2CCS(=O)(=O)C2)cc(OC)c1OC (configuration not stated) | 1259µM*[quencher] | ? | . | .
19 | COc1ccc(NC(=O)CCN2CCN(S(=O)(=O)c3ccc(OC)cc3)CC2)cc1 | -3% | -6% | ? | i
20 | Cc1ccccc1NC(=O)c1onc2c1CCCC2 | 0% | -5% | 0%[10 µM] | -1%
21 | CC(C)(C)c1ccc(CSc2nnc(-c3ccccc3NC(=O)c3ccccc3)o2)cc1 | 1% | 5% | 6%[10 µM] | -2%
22 | COCCOc1ccc(C(F)(F)F)cc1N | -1% | -7% | -13%[10 µM] | -3%
23 | CCc1ccc(C(=O)CN2C(=O)NC(C)(CCc3ccccc3)C2=O)cc1 (configuration not stated) | -7% | -12% | 10%[1.9 µM] | -5%
24 | O=C(Nc1ncccn1)C1c2ccccc2Oc2ccccc21 | 1% | ? | -51%[inhibitor][10 µM] | i
25 | COc1cc2c(cc1OC)[C@@H]1CC(=O)[C@@H](CC(C)C)CN1CC2 | 1% | ? | -49%[inhibitor] | -2%
26 | Cc1noc(C)c1S(=O)(=O)N1CCC(C(=O)NCCN2CCC(C)CC2)CC1 | 1% | -5% | -3% | -14%
27 | CC(C)Sc1snnc1-c1ccccc1 | -2% | -2% | -24% | -8%
28 | N/C(=N\OC(=O)c1ccc(Br)o1)c1cccnc1 | -2% | -1% | ? | -9%
29 | Cc1noc(C)c1S(=O)(=O)N1CCc2nc(COc3ccccc3)c3c(c2C1)CO[C@@H](C)C3 | -3%[11.2 µM] | 6%[11.5 µM] | 8%[10 µM] | i[11.5 µM]
30 | OCCN1CCN(c2ncnc3nc[nH]c23)CC1 | 1% | 5% | 5%[10 µM] | i

# | L3MBTL1 inh | Tau fibril FP | TRb-SRC2 inh | Tau fluor cs
16 | -4% | -13% | 0% | -29%
17 | 3% | 0% | 1% | 1%[2.34 µM]
18 | . | -5% | -8% | -30%
19 | . | 5% | 1% | -7%
20 | 60%[activator] | 1% | -11% | -8%
21 | 9% | -8% | -2% | 6%
22 | -3% | 5% | -5% | -10%
23 | 1% | 0% | 1% | -10%
24 | -4% | -5% | -8% | -18%
25 | . | -16% | 6% | -19%
26 | -3% | -2% | -4% | -5%
27 | 57%[activator] | -1% | 14% | -5%
28 | . | 6% | 3% | -5%
29 | . | 5%[11.6 µM] | 2%[11.2 µM] | 8%[11.6 µM]
30 | -4% | 1% | -7% | 3%

Other results.
# | SMILES | TexasRed fluor | Tau fibril ThT | HTT ATP protect | RECQ1 helicase
31 | O=[N+]([O-])c1ccc2nc(CN3CCCCC3)[nH]c2c1 | 0% | -5% | -16% | -17%
32 | CCOC(=O)C1CCN(S(=O)(=O)c2cccc(-c3cn4cccnc4n3)c2)CC1 | -1% | -2% | -2% | i
33 | Cc1cccc(CC(=O)Nc2c(C(=O)Nc3cccc(F)c3)oc3ccccc23)c1 | 1% | 0% | . | .
34 | COc1ccc(NS(=O)(=O)c2ccc(/C=C/C(=O)O)cc2)cc1S(=O)(=O)N1CCOCC1 | -3% | -10% | -9%[10 µM] | 0%
35 | Cc1ccc(C(=O)NC(Cc2c[nH]c3ccccc23)C(=O)O)cc1 (configuration not stated) | -1% | -10% | 11% | 3%
36 | CC(=O)N1CCN(Cc2nc(-c3cccc(Cl)c3)no2)CC1 | -3% | -7% | ? | -3%
37 | S=c1[nH]nc(Cn2cnc3ccccc32)n1-c1ccccc1Cl | -3% | -10% | 0%[10 µM] | i
38 | OCCN1CCN(CCOc2cccc(Cl)c2)CC1 | -1% | -5% | -1% | i
39 | COCCNc1ncnc2c1c(-c1ccccc1)cn2-c1cccc(Cl)c1 | -1% | -16% | . | .
40 | COc1ccc(Oc2nc(SC)nc3ccsc23)cc1 | 1% | -11% | -50%[inhibitor] | -5%
41 | CCc1c(C)[nH]c(=S)c(C#N)c1C | 0% | -8% | -5%[0.074 µM] | 4%

# | L3MBTL1 inh | Tau fibril FP | TRb-SRC2 inh | Tau fluor cs
31 | -24% | 5% | 1% | 1%
32 | 3% | -9% | 2% | -6%
33 | . | ? | 2% | ?
34 | -5% | -6% | -3% | -2%
35 | . | 7% | -3% | -3%
36 | 3% | -1% | 2% | -16%
37 | 21% | -8% | -8% | -6%
38 | 1% | -5% | -21% | -3%
39 | . | 8% | -2% | -6%
40 | 7% | -7% | -12% | -10%
41 | 8% | -6% | 0% | 0%

Single records (already shown). Order of values: TexasRed fluor, Tau fibril ThT, HTT ATP protect, RECQ1 helicase, L3MBTL1 inh, Tau fibril FP, TRb-SRC2 inh, Tau fluor cs
`OCCN1CCN(CCOc2cccc(Cl)c2)CC1` as listed: -1%, -5%, -1%, i, 1%, -5%, -21%, -3%
`O=[N+]([O-])c1ccc2nc(CN3CCCCC3)[nH]c2c1` as listed: 0%, -5%, -16%, -17%, -24%, 5%, 1%, 1%
`CCOC(=O)C1CCN(S(=O)(=O)c2cccc(-c3cn4cccnc4n3)c2)CC1` as listed: -1%, -2%, -2%, i, 3%, -9%, 2%, -6%
`Cc1cccc(CC(=O)Nc2c(C(=O)Nc3cccc(F)c3)oc3ccccc23)c1` as listed: 1%, 0%, ., ., ., ?, 2%, ?
`Cc1ccc(C(=O)NC(Cc2c[nH]c3ccccc23)C(=O)O)cc1` (configuration not stated) as listed: -1%, -10%, 11%, 3%, ., 7%, -3%, -3%

Screening results: PubChem, National Center for Advancing Translational Sciences (NCATS)
